Assay outcomes deposited in PubChem BioAssay by several laboratories.
bIAP inh = bovine intestinal alkaline phosphatase inhibitors, primary screen, selectivity assay for TNAP inhibitor project, biochemical, bovine IAP, CDP-star luminescence | purified bovine IAP, 30 min | inhibition, % at 20 µM | AID 1019, 2008 | 190,000 tested, under 10 active | alkaline phosphatase, intestinal [Bos taurus];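 active = over 50% inhibition of intestinal alkaline phosphatase at 20 µM in the single-dose screen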
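Assay system – bovine IAP enzyme · Quantity – bovine IAP at 1/65,000,000 final dilution · Detection – CDP-star luminescence signal · Times – 30 min reaction at room temperature · Also added – CDP-star substrate at 30 µM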
PPARg SRC-3 ag = PPARgamma agonists recruiting SRC-3 coactivator, primary screen, biochemical | activation, % at 8 µM | biochemical PPARgamma/SRC-3 coactivator recruitment assay | AID 731, 2007 | Peroxisome proliferator-activated receptor gamma (Homo sapiens), P37231 | actives 0.26% (n = 200,000); in the data active = activation above about 23%;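 also: 0% = DMSO and 100% = reference agonist; some compounds past the cut are filed as inactive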
Target sequence (P37231 whole entry, looked up): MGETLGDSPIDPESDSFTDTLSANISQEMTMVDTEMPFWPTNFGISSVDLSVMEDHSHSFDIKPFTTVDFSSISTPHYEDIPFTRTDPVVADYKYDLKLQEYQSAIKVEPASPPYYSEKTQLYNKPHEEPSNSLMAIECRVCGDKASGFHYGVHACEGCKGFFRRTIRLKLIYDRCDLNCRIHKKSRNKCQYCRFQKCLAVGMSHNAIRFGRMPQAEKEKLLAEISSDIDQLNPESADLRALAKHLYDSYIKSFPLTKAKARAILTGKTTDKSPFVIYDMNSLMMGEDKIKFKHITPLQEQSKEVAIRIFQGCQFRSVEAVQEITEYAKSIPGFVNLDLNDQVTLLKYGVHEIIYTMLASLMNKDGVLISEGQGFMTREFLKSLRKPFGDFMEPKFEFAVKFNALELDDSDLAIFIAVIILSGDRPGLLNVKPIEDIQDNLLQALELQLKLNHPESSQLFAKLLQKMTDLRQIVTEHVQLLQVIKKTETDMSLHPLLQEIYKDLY
bIAP activator = bovine intestinal alkaline phosphatase activators, primary screen, biochemical, bovine IAP, CDP-star luminescence; alkaline phosphatase, intestinal [Bos taurus]; AID 1016, 2008; actives 0.17% (n = 200,000); activation factor at 20 µM; purified bovine IAP, 30 min; active compounds read high; fold of DMSO-control signal, blank-subtracted;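 active = activation factor of 2 or more at 20 µM, a signal rise over negative controls twice the positive control's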
HMGR II inh = inhibitors of E. faecalis class II HMGR, primary screen, biochemical, Enterococcus faecalis; HMG-CoA reductase (Enterococcus faecalis, mvaE); purified E. faecalis HMGR, NADPH absorbance 340 nm kinetic; inhibition, % at 10 µM; actives 0.41% (n = 190,000);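 active = inhibition above a set limit, the median over all tested compounds plus 3 SD, cut at about 9.5% in these data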;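 also: enzyme runs in reverse so mevalonate oxidation gives rising NADPH absorbance; 0% = complete reaction with DMSO and 100% = background rate lacking mevalonate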
TR-FRET SRC-2 ct = TR-FRET signal artefacts, primary screen, artefact control for PPARgamma SRC-2 agonist project, biochemical; actives 0.4% (n = 200,000); TR-FRET artefact counter-screen; active compounds read high; TR-FRET ratio at 8 µM; AID 1049, 2008; in the data active = TR-FRET ratio above about 2000; also: inactives centre near 1500
TNAP inh hiacc = human TNAP enzyme inhibitors, primary screen, biochemical, luminescent, high phosphate acceptor level, uHTS; Alkaline phosphatase, tissue-nonspecific isozyme (Homo sapiens), P05186; purified TNAP, CDP-star luminescence, 1 M DEA; inhibition, % at 20 µM; actives 0.03% (n = 200,000);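 active = over 50% inhibition of tissue-nonspecific alkaline phosphatase at 20 µM in the single-dose screen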;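 also: plate controls were DMSO wells for no effect and EDTA-quenched wells as full inhibition for full effect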
Target sequence (P05186 whole entry, looked up): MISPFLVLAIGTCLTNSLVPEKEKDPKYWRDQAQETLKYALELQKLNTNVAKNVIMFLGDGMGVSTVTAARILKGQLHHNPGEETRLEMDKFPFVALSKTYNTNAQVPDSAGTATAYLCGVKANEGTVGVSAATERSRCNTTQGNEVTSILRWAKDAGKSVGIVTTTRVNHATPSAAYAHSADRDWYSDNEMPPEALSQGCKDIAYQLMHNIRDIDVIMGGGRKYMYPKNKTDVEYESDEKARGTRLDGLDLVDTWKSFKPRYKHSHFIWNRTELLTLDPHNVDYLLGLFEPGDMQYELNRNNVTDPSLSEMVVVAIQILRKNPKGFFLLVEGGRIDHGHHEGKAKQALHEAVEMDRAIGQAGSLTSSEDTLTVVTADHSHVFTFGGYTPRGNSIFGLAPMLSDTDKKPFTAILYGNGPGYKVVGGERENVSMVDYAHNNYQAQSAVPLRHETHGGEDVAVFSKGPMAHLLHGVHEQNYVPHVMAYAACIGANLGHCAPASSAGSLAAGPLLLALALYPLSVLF
PPARg SRC-2 ag = agonists of PPARg-SRC-2 recruitment, primary screen, biochemical, HTS | Peroxisome proliferator-activated receptor gamma (Homo sapiens), P37231 | PPARgamma LBD-SRC-2 recruitment | activation, % at 8 µM | actives 0.34% (n = 200,000); in the data active = activation above about 22%;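 also: 0% = vehicle and 100% = reference agonist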
TNAP inh noacc = human TNAP enzyme inhibitors, primary screen, biochemical, luminescent, no phosphate acceptor, uHTS. Alkaline phosphatase, tissue-nonspecific isozyme (Homo sapiens), P05186. purified TNAP, CDP-star luminescence, 30 min. inhibition, % at 20 µM. actives 0.26% (n = 200,000);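 active = tissue-nonspecific alkaline phosphatase inhibition above about 50% at 20 µM in the single-dose screen, limit read from the data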;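 also: 0% = DMSO negative control and 100% = EDTA positive control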
TNAP act hiacc = TNAP activators at high phosphate acceptor level, primary screen, biochemical, luminescence, uHTS. purified TNAP, CDP-star luminescence, 1 M DEA, 30 min; active compounds read high; 0 = EDTA background, 1 = DMSO-only activity. 200,000 tested, under 10 active. Alkaline phosphatase, tissue-nonspecific isozyme (Homo sapiens), P05186. activation factor at 20 µM;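 active = activation factor at least 2 at 20 µM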
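Dosing: 20 µM single point. System: human TNAP. Amount: TNAP 1/800 final. Incubation: 30 min, room temperature. Read-out: TNAP activation factor scaled between EDTA and DMSO control wells. Signal: luminescence from CDP-star hydrolysis. Medium: 1 M DEA, pH 9.8, Mg2+, Zn2+. Control set: EDTA negative control, DMSO positive control.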
PPARg SRC1 recr = PPARgamma agonists recruiting SRC-1 coactivator, primary screen, biochemical. actives 0.41% (n = 200,000). activation, % at 8 µM. AID 631, 2007. Peroxisome proliferator-activated receptor gamma (Homo sapiens), P37231. PPARgamma-SRC-1 coactivator recruitment biochemical assay; in the data active = activation above about 19%;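 also: 0% = DMSO and 100% = reference agonist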
* marks the source's active call; other numbers are inactive results; . = no result given.

SMILES | bIAP inh | PPARg SRC-3 ag | bIAP activator | HMGR II inh | TR-FRET SRC-2 ct | TNAP inh hiacc | PPARg SRC-2 ag | TNAP inh noacc | TNAP act hiacc | PPARg SRC1 recr
COc1cc(C2C3C(=O)N(c4ccc(F)cc4)C(=O)C3ON2c2ccccc2)ccc1O (centres undefined) | 5 | -9 | 0.9 | -10 | 1451 | -2 | -3 | -4 | 1 | 3
O=C(NCC(c1cccnc1)N1CCN(c2ccccc2)CC1)c1ccc2c(c1)OCO2 (centres undefined) | -4 | -13 | 1 | -4 | 1552 | -5 | 0 | -18 | 1.1 | -1
Cc1ccc(C(NC(=O)N2CCOCC2)=C(Cl)Cl)cc1F | 11 | -6 | 0.9 | -7 | 1697 | -1 | 7 | -7 | 1 | 2
O=S(=O)(c1ccc(N2CCN(S(=O)(=O)c3ccc4c(c3)OCCO4)CC2)nc1)N1CCCC1 | . | 34* | . | -4 | 2273* | . | 12 | . | . | 18
Cc1ccccc1Nc1nc(CSc2nnc(-c3ccoc3C)n2C)cs1 | 3 | 0 | 1 | -5 | 1355 | 0 | 5 | 0 | 1 | 1
COc1ccc(-c2nnc(N3CCC(C)CC3)c3ccccc23)cc1 | 4 | 4 | 1 | 1 | 1469 | 0 | 2 | -6 | 1 | 3
COC(=O)CCN(C(=O)c1ccc(OC(C)=O)cc1)c1ccccn1 | 7 | 2 | 0.9 | 0 | 1608 | -7 | 4 | -14 | 1.1 | 0
CN1CCC(N(C)C(=O)COc2ccccc2-c2ccccc2)CC1 | -2 | -5 | 1 | -2 | 1458 | -6 | 5 | -12 | 1.1 | 4
COc1cc2nc(CSc3ncn[nH]3)[nH]c(=O)c2cc1OC | -34 | 0 | 1.3 | -5 | 1607 | -5 | -6 | -134 | 1 | 2
Cc1cc(C)c(NC(=O)C2CCN(c3cnccn3)CC2)c(C)c1 | 10 | -1 | 0.9 | 0 | 1907 | 3 | 2 | 5 | 1 | 4
CC(=O)c1ccc(NC(=O)CSc2nc(N)c3cc4c(nc3n2)CCCC4)cc1 | 13 | 5 | 0.9 | -1 | 1660 | -6 | 14 | -15 | 1.1 | -4
NC(=O)c1ccc(-n2nnnc2Oc2ccccc2)cc1 | 4 | 2 | 1 | 1 | 1548 | -7 | 2 | -14 | 1.1 | -2
CC(=O)Nc1nnc(Cc2c[nH]c3ccccc23)s1 | 11 | -1 | 0.9 | -3 | 1512 | -6 | -1 | -1 | 1.1 | -7
CCN(CCn1cccn1)C(=O)CC1C(=O)NCCN1Cc1ccc(F)cc1 (centres undefined) | -8 | 4 | 1.1 | -1 | 1615 | 1 | 5 | -5 | 1 | 1
CCOc1ccc(NC(=O)CSc2nc3c(c(=O)n2C)SC(C)C3)cc1 (centres undefined) | 19 | 6 | 0.8 | 1 | 1541 | -2 | -2 | -10 | 1 | 7
Cc1nn(-c2ccccc2)c(C)c1C(=O)NCc1ccc(F)cc1 | 3 | -3 | 1 | -3 | 1606 | 0 | 5 | -5 | 1 | -4
CC(=O)Nc1ccc(S(=O)(=O)NC2(C(F)(F)F)NC(=O)N(c3ccccc3F)C2=O)cc1 (centres undefined) | -28 | 4 | 1.3 | -4 | 1794 | -3 | 10 | -10 | 1 | 12
Cc1cccc(NC(=O)CSc2nc3nc4c(cc3c(=O)n2-c2ccccc2)CCCC4)c1 | 27 | 0 | 0.7 | -7 | 1597 | -3 | 1 | -14 | 1 | 0
Cc1cc(C)nc(SC(C)CNS(=O)(=O)c2ccccc2)n1 (centres undefined) | 8 | 1 | 0.9 | 5 | 1706 | -2 | 6 | -7 | 1 | 8
COc1ccccc1-c1cn[nH]c(=S)n1 | 13 | -7 | 0.9 | -1 | 1477 | 3 | -4 | 21 | 1 | -4
CCC(C)(C)n1nnnc1CN(Cc1cc2cc(OC)c(OC)cc2[nH]c1=O)C1CCCC1 | 8 | 1 | 0.9 | 4 | 1330 | -6 | -1 | -10 | 1.1 | 1
NC(=O)c1sc(=S)n2c1[nH]c(=O)c1sccc12 | -7 | 4 | 1.1 | -2 | 1625 | 0 | 1 | -5 | 1 | 12
CCOC(=O)c1c2c(n(C)c1C)C(=O)C(=O)c1ccc(Br)cc1-2 | . | -8 | . | . | 1385 | . | 4 | . | . | -4
CCOC(=O)N1CCN(S(=O)(=O)c2ccc(Br)s2)CC1 | 9 | 1 | 0.9 | 0 | 1364 | -5 | 1 | -11 | 1.1 | -5
COc1cc(C(=O)OCC(=O)NCCN2C(=O)CSC2=O)ccc1OCc1c(C)noc1C | 4 | 7 | 1 | 6 | 1673 | 0 | 8 | -26 | 1 | 15

Entries shown so far with bromine, in the order listed:
SMILES | bIAP inh | PPARg SRC-3 ag | bIAP activator | HMGR II inh | TR-FRET SRC-2 ct | TNAP inh hiacc | PPARg SRC-2 ag | TNAP inh noacc | TNAP act hiacc | PPARg SRC1 recr
CCOC(=O)c1c2c(n(C)c1C)C(=O)C(=O)c1ccc(Br)cc1-2 | . | -8 | . | . | 1385 | . | 4 | . | . | -4
CCOC(=O)N1CCN(S(=O)(=O)c2ccc(Br)s2)CC1 | 9 | 1 | 0.9 | 0 | 1364 | -5 | 1 | -11 | 1.1 | -5

Following part:
SMILES | bIAP inh | PPARg SRC-3 ag | bIAP activator | HMGR II inh | TR-FRET SRC-2 ct | TNAP inh hiacc | PPARg SRC-2 ag | TNAP inh noacc | TNAP act hiacc | PPARg SRC1 recr
CCCc1cc(=O)[nH]c(SCC(=O)N2CCC(C(=O)OCC)CC2)n1 | -10 | 5 | 1.1 | 2 | 1655 | -5 | -1 | -18 | 1.1 | -2
O=c1c(-c2ccc3c(c2)OCCO3)coc2cc(O)cc(O)c12 | -10 | 4 | 1.1 | -1 | 1478 | -5 | 0 | -12 | 1 | -5
O=C(CCN1C(=O)C2C3C=CC(C3)C2C1=O)Nc1c(F)cccc1F (centres undefined) | -10 | -5 | 1.1 | 0 | 1509 | -3 | -2 | -6 | 1 | -1
N#CCCN1CCN(C(=O)c2c(N)no[n+]2[O-])CC1 | 4 | 0 | 1 | 3 | 1695 | -6 | 3 | -10 | 1.1 | -3
Cn1/c(=N\NC(=O)C2CCCCC2)sc2ccccc21 | -6 | -5 | 1.1 | -2 | 1520 | 1 | 5 | -10 | 1 | -4
COc1ccc(C(=O)/C=C(\N)C(F)(F)F)c(O)c1 | 19 | -2 | 0.8 | 2 | 1315 | 2 | 2 | -2 | 1 | 0
Cc1nc(NC(=O)c2ccccc2)nc2cc3c(cc12)OCO3 | -6 | 2 | 1.1 | 3 | 1565 | -5 | 5 | -9 | 1.1 | 1
COc1ccc(S(=O)(=O)NC(CC(=O)NCCc2ccc(OC)c(OC)c2)c2ccco2)cc1 (centres undefined) | 4 | -4 | 1 | -2 | 1725 | -5 | 4 | -10 | 1 | 11
Cn1c(Cc2c[nH]c3ccccc23)n[nH]c1=S | -20 | -9 | 1.2 | -4 | 1445 | 0 | 11 | -3 | 1 | -9
COc1cc(NC(=O)CSc2nc3c(c(=O)[nH]2)CCCC3)cc(OC)c1OC | 2 | 11 | 1 | -2 | 1547 | -4 | 6 | -14 | 1 | 1
COc1cccc(C2CC(c3ccc(C)cc3)Nc3nc(N)nn32)c1 (centres undefined) | 1 | -1 | 1 | -5 | 1492 | 3 | 2 | -5 | 1 | -1
COc1ccc(C(=O)C(CO)Oc2ccccc2OC)cc1OC (centres undefined) | -3 | 0 | 1 | -5 | 1473 | -6 | 2 | -10 | 1.1 | -4
COc1ccc(-c2nc3ccccc3n2Cc2ccccc2)cc1 | -196 | 5 | 3* | 1 | 1348 | -5 | 6 | -12 | 1.1 | 3
Fc1ccc(NC(=S)NNc2ncc(C(F)(F)F)cc2Cl)c(F)c1 | -9 | 1 | 1.1 | -2 | 1613 | -2 | -2 | -125 | 1 | 8
CCOc1ccccc1NC(=O)c1ccccc1-c1nc(-c2ccccc2OC)no1 | -2 | 8 | 1 | -4 | 1769 | -8 | -1 | -12 | 1.1 | 16
Cc1ccc(CN2C3=NCCN3c3ccccc32)cc1 | -11 | -3 | 1.1 | -1 | 1605 | -2 | -3 | -1 | 1 | 3
O=C(c1ccc(Cl)cc1)N1CCCCC(Cl)C1=O (centres undefined) | -8 | -1 | 1.1 | -6 | 1563 | -2 | 1 | -4 | 1 | 7
CCCCC(=O)Nc1ccccc1N1CCN(c2ccccc2)CC1 | 1 | 1 | 1 | 0 | 1610 | -6 | 12 | -12 | 1.1 | 2
Oc1ccccc1-c1cc(-c2ccccc2)no1 | 9 | -5 | 0.9 | 5 | 1705 | -4 | -4 | -7 | 1 | -5
C=CCn1c(COc2ccccc2-c2ccccc2)nnc1SCC(=O)NC(=O)NCc1ccco1 | -1 | 13 | 1 | -1 | 1689 | -1 | 5 | -4 | 1 | 3
O=C(CSc1nnc2sc3ccccc3n12)NCc1ccco1 | 8 | -7 | 0.9 | -5 | 1512 | -6 | -8 | -12 | 1.1 | 2
O=C(CNc1cc(S(=O)(=O)N2CCOCC2)ccc1N1CCCC1)NCc1ccco1 | 0 | -2 | 1 | 4 | 1402 | -3 | -5 | -8 | 1 | 2
CN(C)c1ccc(/C=C2\CCCCC2=O)cc1 | 23 | 3 | 0.8 | -10 | 1689 | 5 | 13 | -7 | 1 | 10
Nc1c(C(=O)N2CCOCC2)sc(=S)n1-c1ccccc1 | 1 | 7 | 1 | 0 | 1639 | -5 | 4 | -18 | 1.1 | -1
Clc1ccc(C(c2nnnn2CCc2ccccc2)N2CCSCC2)cc1 (centres undefined) | 19 | -2 | 0.8 | -5 | 1605 | -6 | 2 | -9 | 1.1 | -4
SMILES | bIAP inh | PPARg SRC-3 ag | bIAP activator | HMGR II inh | TR-FRET SRC-2 ct | TNAP inh hiacc | PPARg SRC-2 ag | TNAP inh noacc | TNAP act hiacc | PPARg SRC1 recr
Cc1nc2ccccn2c1C(=O)NN=C1C2CC3CC(C2)CC1C3 | -5 | 3 | 1.1 | -8 | 1646 | -7 | 0 | -88 | 1.1 | -2
Cc1ccc(S(=O)(=O)Nc2nsc(N)n2)cc1 | 5 | 7 | 1 | -3 | 1791 | -3 | 8 | -5 | 1 | 3
CCc1ccccc1-n1c(SCC(=O)NC)nnc1-c1cccnc1 | -6 | 6 | 1.1 | 1 | 1605 | -6 | 5 | -7 | 1.1 | 0
COc1ccc(OCC(=O)N2CCN(c3cccc(Cl)c3)CC2)cc1 | 3 | -4 | 1 | -5 | 1482 | -8 | 1 | -4 | 1.1 | -4
O=C(C1CCN(S(=O)(=O)c2cccs2)CC1)N1CCCCCC1 | -7 | -2 | 1.1 | -3 | 1639 | -3 | 1 | -13 | 1 | -1
Cc1cc(C)c[n+](C[n+]2cc(C)cc(C)c2)c1 | 7 | 3 | 0.9 | -1 | 1525 | -2 | -3 | -3 | 1 | 1
